procasp3 activ: activates human procaspase-3; P42574; activation, % at 8.5 µM; actives 0.11% (n = 330,000); recombinant procaspase-3 D3A, Ac-DEVD-pNA absorbance 405 nm; AID 463141;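 active means activation above the mean of all tested compounds plus 3 SD, cut at about 21% in these data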;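 further: 0% = DMSO alone and 100% = DMSO wells spiked with extra 5 µM PC-3 D3A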
Target sequence (P42574 whole entry D9A/D28A/D175A): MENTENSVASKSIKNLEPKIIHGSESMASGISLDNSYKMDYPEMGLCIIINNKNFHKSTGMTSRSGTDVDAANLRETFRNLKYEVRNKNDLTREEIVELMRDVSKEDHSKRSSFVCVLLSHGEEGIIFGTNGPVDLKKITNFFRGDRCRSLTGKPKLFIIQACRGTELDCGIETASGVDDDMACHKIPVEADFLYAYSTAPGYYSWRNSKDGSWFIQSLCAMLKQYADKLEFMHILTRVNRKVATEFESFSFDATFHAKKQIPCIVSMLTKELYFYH
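Assay system: Procaspase-3 D3A mutant, all three cleavage aspartates alanine. Buffer or medium: Zinc-free HEPES saline buffer with Triton X-100. Times: 1 h compound preincubation, 2 h substrate hydrolysis at 25 °C. Measured by: 405 nm absorbance of p-nitroaniline, reads at 0 and 120 min. Read-out basis: percent activation relative to control range. Replicates: singlicate.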
PP5 primary: blocks human protein phosphatase 5 activity | AID 1987 | inhibition, % at 6.7 µM | actives 0.18% (n = 320,000) | P53041 | purified PP5c, OMFP substrate fluorescence;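 active means inhibition above the campaign's mean inhibition across all tested compounds plus 3 SD, cut at about 9.5% in these data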;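 further: 0% = DMSO only and 100% = 100 µM cantharidin control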
AHR activator: activates the human aryl hydrocarbon receptor; AID 2796; P35869; AHR-responsive luciferase reporter cells, luminescence; activation, % at 5 µM; actives 2.5% (n = 320,000); in the data active means activation above about 47%;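 further: 0% = vehicle wells and 100% = reference agonist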
PAFAH2 inh: inhibitors of human PAFAH2; Q99487; recombinant PAFAH2, FP-rhodamine activity probe, fluorescence polarization; inhibition, % at 3.39 µM; actives 0.99% (n = 340,000);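 active means inhibition above the mean over all tested compounds plus 3 SD, cut at about 30% in these data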;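 further: inhibitors block probe labeling of enzyme so polarization drops; 0% = enzyme with DMSO and 100% = wells lacking PAFAH2 protein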
Fh CTSL1 inh: cathepsin L1 inhibition, PFM18AAP counter-screen. recombinant F. hepatica cathepsin L1, Z-Leu-Arg-MCA fluorescence. inhibition, % at 5.96 µM. actives 0.49% (n = 300,000). AID 1906;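 active means inhibition above the mean of all tested compounds plus 3 SD, set per screening campaign, cut at about 17% in these data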;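 further: 0% = plate median of test compound wells and 100% = 1 µM Z-Phe-Ala-diazomethylketone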
TPT1 inhibitor: inhibitors of Candida albicans tRNA 2'-phosphotransferase TPT1; inhibition, % at 5 µM; recombinant caTPT1, FP RNA substrate dephosphorylation; actives 0.81% (n = 300,000);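 active means inhibition above the mean of all tested compounds plus 3 SD, set per screening campaign, cut at about 24% in these data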;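 further: plate controls were DMSO alone for no effect and ferristatin control at 100 nM for full effect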
proCasp7 act: counter-screen for procaspase-3 activators: activators of human procaspase-7; recombinant procaspase-7, Ac-DEVD-pNA absorbance 405 nm; D23A/D198A/D206A triple mutant, cannot self-cleave; scale: DMSO 0, 5 µM enzyme 100; activation, % at 8.5 µM; actives 0.093% (n = 330,000); P55210;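 active means percent activation above the screen-wide mean plus 3 SD, cut at about 25% in these data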
Target sequence (P55210 whole entry D23A/D198A/D206A): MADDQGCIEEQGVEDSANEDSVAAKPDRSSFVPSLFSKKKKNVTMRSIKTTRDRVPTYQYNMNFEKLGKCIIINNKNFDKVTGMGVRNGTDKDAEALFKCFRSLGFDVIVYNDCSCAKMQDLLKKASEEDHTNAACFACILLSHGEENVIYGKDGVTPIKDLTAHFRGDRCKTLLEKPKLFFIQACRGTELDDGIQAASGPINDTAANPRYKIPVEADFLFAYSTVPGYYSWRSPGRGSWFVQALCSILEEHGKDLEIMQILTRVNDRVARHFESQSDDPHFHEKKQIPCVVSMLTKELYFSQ
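Test system: Procaspase-7 triple mutant (PC-7 D3A). Also added: Ac-DEVD-pNA substrate, 400 µM as added. Schedule: 1 h enzyme–compound preincubation and 2 h substrate reaction, both 25 °C. Signal: p-Nitroaniline absorbance at 405 nm, read at 0 and 120 min. Control set: low DMSO alone, high DMSO plus 5 µM PC-7.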
PP1 inh: PP1-alpha (human) inhibition in PP5 counter-screen; P62136; purified PP1alpha, OMFP fluorescence; inhibition, % at 6.7 µM; actives 0.9% (n = 320,000); AID 2235;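 active means inhibition above the mean inhibition of all tested compounds plus 3 SD, computed separately for each screening campaign, cut at about 15% in these data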
Target sequence (P62136 whole entry, looked up): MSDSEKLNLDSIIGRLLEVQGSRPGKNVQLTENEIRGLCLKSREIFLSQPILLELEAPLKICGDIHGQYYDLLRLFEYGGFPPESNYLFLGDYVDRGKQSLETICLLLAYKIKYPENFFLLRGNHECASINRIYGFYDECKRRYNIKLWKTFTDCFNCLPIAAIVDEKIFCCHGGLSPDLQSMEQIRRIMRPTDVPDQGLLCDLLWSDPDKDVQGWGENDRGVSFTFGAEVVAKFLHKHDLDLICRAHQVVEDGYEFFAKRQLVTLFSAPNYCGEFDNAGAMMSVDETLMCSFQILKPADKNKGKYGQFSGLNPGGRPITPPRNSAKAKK
HCV core dimer: blocks dimerization of HCV core protein; AID 1899; actives 0.33% (n = 300,000); TR-FRET GST/Flag-core106 dimerization, 1536-well; inhibition, % at 5 µM;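 active means inhibition above the mean of all tested compounds plus 3 SD, set per screening campaign, cut at about 45% in these data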
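Test system: GST/Flag-tagged HCV core106 proteins; Medium: KF-containing HEPES buffer, pH 7.45, DTT, CHAPS, BSA; Times: compound-protein-antibody incubation 4 h at 22.5 °C; Detection: TR-FRET 671 and 617 nm emission; Benchmarks: wells lacking GST-core106 and wells with excess unlabelled core106.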
Starred values were filed as active, the others as inactive; . = not tested or not shown. This is a random part of the collection (roughly 5.6% active in at least one column).

SMILES | procasp3 activ | PP5 primary | AHR activator | PAFAH2 inh | Fh CTSL1 inh | TPT1 inhibitor | proCasp7 act | PP1 inh | HCV core dimer
CCOC(=O)c1cc2c(=O)n3ccccc3nc2n(CCOC)c1=NC(=O)c1ccncc1 | -13 | 1.6 | 1 | 3 | 0 | -2 | -7 | -1 | -6
O=C(N/N=C/c1c(O)ccc2ccccc12)c1ccc[n+](CCO)c1 | -7 | 2.9 | 22 | 4 | 20* | 10 | -38 | 2 | -26
CC12CCC(=O)N1C(C(=O)N1CCN(S(=O)(=O)c3cccc(C(F)(F)F)c3)CC1)CS2 (stereo not given) | 7 | -0.6 | 1 | -2 | -2 | -3 | 1 | -3 | 0
CCOC(=O)c1c(C)nc2sc(C(N)=O)c(N)c2c1-c1ccccc1 | -10 | 3.2 | 5 | -5 | -6 | 6 | -12 | -6 | -6
CCCCCCCC(=O)NNC(=O)c1ccc(F)cc1 | -4 | 1.6 | 2 | 8 | -14 | -2 | -2 | -5 | -6
COc1ccc(C(C)(C)C)cc1NC(=O)CCN1C(=O)C2CCCCC2C1=O (stereo not given) | 8 | -2.6 | 0 | -6 | . | . | 5 | -3 | .
C=CCNc1nc2c(c(=O)[nH]c(=O)n2C)n1CCOc1ccccc1 | 5 | 3.7 | 6 | 3 | 0 | 3 | 4 | -3 | -1
O=C(CCC(=O)N(CC(=O)NC1CCCCC1)Cc1ccccc1)Nc1ccccn1 | -11 | 0.3 | -1 | -4 | 2 | -3 | -1 | -4 | 3
CC(=O)c1cccc(OCCN2C(=O)NC(C)(C)C2=O)c1 | -1 | -0.5 | -1 | -3 | -3 | -4 | 1 | -5 | -2
CCc1ccccc1NC(=O)CCCN1C(=O)C2CC=CCC2C1=O (stereo not given) | 7 | 2.1 | 1 | -6 | -5 | -4 | 3 | -2 | -5
COC(=O)C1=C(C(=O)OC)[C@@H]2N(C)c3ccc(OC)cc3[C@@]23C[C@@H](C(=O)OC)N(C(=O)CC(C)C)C3=N1 | 3 | 2.2 | 6 | 1 | 2 | 0 | 7 | 5 | 7
NC(=O)C1=C[C@@H](c2ccccc2)C[C@@H](OCc2ccc(CO)cc2)O1 | -7 | 0.8 | 0 | -7 | -3 | -3 | 2 | -10 | 9
Cc1ccc(C)c(NC(=O)CCCCCN2C(=O)[C@@H]3Cc4ccccc4CN3C2=O)c1 | 16 | 2.1 | 1 | -2 | -5 | 1 | 0 | -7 | -4
CCCc1c(O)c2ccccc2n(-c2ccccc2)c1=O | 2 | 1.0 | -1 | -6 | -3 | -3 | 6 | -3 | -10
CCCCNC(=O)c1oc2ccc(S(=O)(=O)N3CCCC3)cc2c1C | -6 | 2.8 | 3 | 0 | 0 | 1 | -1 | -3 | -1
CN(c1ccc(OCC(=O)N2CCCC2)cc1)S(=O)(=O)c1ccc(Cl)cc1 | 4 | -2.3 | 0 | 0 | . | . | 8 | -5 | .
CCOC(=O)CSc1nnc2c3ccccc3n(CC)c2n1 | 5 | 2.6 | -2 | 4 | 0 | 0 | 4 | -2 | -5
Cc1sc2ncn(CC(=O)N3CCN(c4ccccn4)CC3)c(=O)c2c1S(=O)(=O)N1CCCCC1 | 3 | 0.3 | 6 | 0 | -1 | -4 | 2 | -1 | 2
O=C(c1cccs1)N1CCc2c([nH]c3ccccc23)C1c1ccccn1 (stereo not given) | 5 | 4.8 | 31 | -3 | -10 | -1 | -10 | 1 | -1
O=C(/C=C/c1ccccc1)NC(=S)Nc1ccccc1O | 6 | 1.0 | 6 | 6 | 1 | -4 | 8 | -3 | -4
C=C1C(C(=O)Nc2cccc(OC)c2)C1C(=O)Nc1cccc(OC)c1 (stereo not given) | -6 | 5.3 | 9 | 2 | 4 | 2 | -10 | 1 | -7
NC(=Nc1ccc(Br)cc1)c1ccccc1 | 0 | 2.4 | 9 | -2 | -1 | 1 | 0 | -1 | -2
COc1cc(NC(=O)c2ccccc2[N+](=O)[O-])c(C(=O)O)cc1OC | 2 | 0.1 | 0 | 6 | -2 | 3 | -2 | 1 | -3
CN(C)S(=O)(=O)Nc1ccccn1 | -16 | 2.2 | 0 | -6 | -1 | -2 | 7 | 1 | -2
CC(C)CN(C(=O)Cn1c(=O)cnc2ccccc21)C1CCS(=O)(=O)C1 (stereo not given) | 13 | -1.0 | 0 | -1 | -4 | -2 | 10 | -7 | 1

Quoted from the listing.
PAFAH2 inh result of COc1cc(NC(=O)c2ccccc2[N+](=O)[O-])c(C(=O)O)cc1OC = 6
PP5 primary result of COc1ccc(C(C)(C)C)cc1NC(=O)CCN1C(=O)C2CCCCC2C1=O (stereo not given) = -2.6

Structural class: those above with four or more nitrogen atoms.
SMILES | procasp3 activ | PP5 primary | AHR activator | PAFAH2 inh | Fh CTSL1 inh | TPT1 inhibitor | proCasp7 act | PP1 inh | HCV core dimer
CCOC(=O)c1cc2c(=O)n3ccccc3nc2n(CCOC)c1=NC(=O)c1ccncc1 | -13 | 1.6 | 1 | 3 | 0 | -2 | -7 | -1 | -6
C=CCNc1nc2c(c(=O)[nH]c(=O)n2C)n1CCOc1ccccc1 | 5 | 3.7 | 6 | 3 | 0 | 3 | 4 | -3 | -1
O=C(CCC(=O)N(CC(=O)NC1CCCCC1)Cc1ccccc1)Nc1ccccn1 | -11 | 0.3 | -1 | -4 | 2 | -3 | -1 | -4 | 3
CCOC(=O)CSc1nnc2c3ccccc3n(CC)c2n1 | 5 | 2.6 | -2 | 4 | 0 | 0 | 4 | -2 | -5
Cc1sc2ncn(CC(=O)N3CCN(c4ccccn4)CC3)c(=O)c2c1S(=O)(=O)N1CCCCC1 | 3 | 0.3 | 6 | 0 | -1 | -4 | 2 | -1 | 2

Carrying on:
SMILES | procasp3 activ | PP5 primary | AHR activator | PAFAH2 inh | Fh CTSL1 inh | TPT1 inhibitor | proCasp7 act | PP1 inh | HCV core dimer
CC(C)(C)NC(=O)C(c1cccs1)N(C(=O)C(=O)NC1CCCC1)c1ccccc1F (stereo not given) | 7 | 0.1 | 3 | 2 | -2 | -6 | 4 | -3 | -1
Cc1cc(C)nc(Sc2nc(Cl)nc(N(c3ccccc3)c3ccccc3)n2)n1 | -29 | 1.8 | 1 | 3 | -1 | 3 | -32 | -2 | 7
Cc1sc2ncnc(SCC(=O)NC3CC3)c2c1C | 4 | 0.5 | 5 | -2 | 1 | -6 | 2 | 7 | -1
Cc1ccc(NC(=O)CN(C)C(=O)COC(=O)c2nccnc2N)cc1 | 0 | -0.3 | 0 | 2 | . | . | 3 | 6 | .
O=C(Nc1ccccc1)[C@@H]1[C@@H]2C(=O)N(c3ccc(F)cc3)C(=O)[C@@H]2[C@H]2C=CC=NN21 | -9 | -0.2 | 15 | 22 | 2 | 1 | -9 | 0 | 3
CC(=O)Nc1ccc(S(=O)(=O)NNC(=O)CCC(=O)Nc2cc(C)ccc2C)cc1 | -2 | 2.5 | 3 | -4 | 0 | 0 | 9 | 2 | -16
CCSc1nc2c(c(=O)[nH]c(=O)n2C)n1Cc1ccc(Cl)cc1 | 2 | 1.7 | 3 | -10 | -1 | -3 | -3 | -1 | 11
Cc1ccccc1NC(=O)C1CCN(S(=O)(=O)c2ccc3c(c2)NC(=O)C(C)S3)CC1 (stereo not given) | 7 | 1.9 | 0 | -3 | 3 | 3 | 5 | 2 | -1
Cc1cc(C)cc(NC(=O)Nc2c(Br)cnn2C)c1 | 2 | -1.1 | 10 | 1 | -1 | -5 | -8 | 1 | 0
Cc1nnc(NC2=NCCC2)o1 | 0 | 2.1 | -1 | 7 | -3 | 1 | 10 | -7 | -7
CCN(CC(=O)NCc1cccs1)C(=O)c1cc(=O)[nH]c2ccccc12 | 5 | . | 6 | 3 | . | . | -1 | . | .
Cc1cc(C(=O)CN2C(=O)NC(CCS(C)(=O)=O)C2=O)c(C)n1C1CC1 (stereo not given) | -2 | . | -1 | 4 | . | . | 6 | . | .
CN1CCc2ccccc2Cc2[nH]c3ccccc3c2CC1 | 8 | -1.8 | 13 | -7 | 1 | -7 | -1 | -4 | 9
CCC(=O)Nc1nnc(SCC(=O)Nc2ccc3c(c2)OCCO3)s1 | -2 | -0.6 | 3 | -3 | 6 | -2 | 7 | 2 | -22
O=C(Cn1nnc(-c2ccc(CN3CCOCC3)cc2)n1)NC1CCCCC1 | -1 | 1.8 | -1 | -3 | -4 | 1 | -8 | -3 | 4
CCN1C(=O)N[C@H](c2ccc(Br)cc2)C(C(=O)OC)=C1C | 2 | -0.7 | 1 | 9 | -2 | -1 | 2 | 6 | 0
CCCCN1C(=O)C(=O)N(CC(=O)c2cc(C)n(C3CC3)c2C)C1=O | -11 | 2.8 | 0 | 8 | . | . | 0 | 7 | .
CCOc1ccccc1N(C)C(=O)c1ccc2c(=O)n3c(nc2c1)CCCCC3 | 12 | 3.6 | 2 | 6 | 2 | 0 | 7 | -3 | 6
CC(=O)OCCCN1C(=O)c2ccc(Br)cc2C1=O | 1 | -0.2 | -1 | 4 | 0 | 4 | 13 | -3 | 6
COc1ccc(NC(=O)CSc2nnc(C)s2)cc1S(=O)(=O)N1CCOCC1 | 1 | -2.1 | -1 | 2 | . | . | -2 | -4 | .
C=CCc1cc(C)ccc1OCCOCCC(C(=O)OCC)C(=O)OCC | 3 | 3.6 | 0 | 4 | -2 | -1 | 1 | 1 | -2
NC(=O)C1CCN(C(=O)CCCCCn2c(=O)[nH]c3ccsc3c2=O)CC1 | -1 | -0.1 | 5 | 7 | -1 | -1 | 5 | -3 | -1
CCNC(=S)N/N=C/c1cc(C)ccc1C | -4 | 1.1 | -3 | -11 | 1 | 0 | 1 | 2 | 0
CCOC(=O)Cc1csc(NC(=O)CSc2nnc3ccccn23)n1 | -3 | 2.5 | 2 | -11 | -3 | 0 | -1 | -3 | -5
COc1ccc(CN(Cc2ccncc2)C(=O)CCC(=O)O)cc1 | -2 | 1.7 | -1 | 5 | -1 | -1 | 3 | -2 | -3
CCN(CC(=O)Nc1ccccc1OC)C(=O)CSCc1ccc(C)cc1 | -1 | 0.3 | 8 | -6 | . | . | 5 | 2 | .

Assay outcomes: PubChem, The Scripps Research Institute Molecular Screening Center
